Screening data: PubChem, National Center for Advancing Translational Sciences (NCATS)
TRPV1 agonist: human TRPV1 agonism | Q8NER1 | activation, % at 8.33 µM | hit rate 0.19% among 320,000 | TRPV1-expressing cells, Fluo-8 calcium influx, agonist mode; in the data active means activation above about 80%; inconclusive means between about 30% and that limit; further: 0% is about no effect
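TRPV1-expressing cells were cultured overnight at 35.5C and loaded with Fluo-8 calcium dye for 40 to 90 min at room temperature. After a 10 s baseline, compound was added and calcium influx was read kinetically for 3 min (ex 480/em 520 nm).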
B2AR arrestin: beta2AR (human) beta-arrestin recruitment activity; Potency, µM (top dose mostly 46.1 µM), inactives show top-dose activation, most hits filed as activators; hit rate 0.02% among 330,000; beta-arrestin recruitment to beta2AR, cell-based reporter; AID 492947;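 further: potency means the concentration at half of the fitted maximal effect; 0% = DMSO controls and full agonism = EC100 isoproterenol or metaproterenol; nearly all actives have a fitted effect of over 65% in size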
TCR activator: T cell receptor activation; Potency, µM (top dose mostly 9.22 µM), without a hit: at the top dose activation of IL-2 secretion, actives largely listed as activators; 330,000 tested, under 10 active; primary human leukocytes, anti-CD3, IL-2 HTRF, 48 h; further: % of control where 0% means no effect
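Using a-CD3 beads without co-stimulation, primary human leukocytes were exposed to compounds for 48 hr. An HTRF IL-2 kit measured the cytokine, with europium-to-d2 energy transfer producing emission at 665nm upon 320nm excitation.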
BRCA1 expr act: activators of BRCA1 expression; hit rate 1.1% among 380,000; MCF7-BRCA1-FFLuc reporter, luminescence, 48 h; response scale: scaled: vehicle 0%, 10 µM genistein 100%; Potency, µM (highest dose often 46.1 µM), for inactives: at the highest dose activation, actives largely listed as activators; further: potency means the concentration at half of the fitted maximal effect; nearly all actives have a fitted effect of over 80% in size; some results filed as inactive show a strong effect at the top dose
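Quantitative HTS in MCF7 cells stably reporting BRCA1 expression via firefly luciferase. Compound treatment lasts 48 h at 37 °C in phenol-red free MEM. Activation is expressed relative to genistein at 10 microM and DMSO.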
AT treatment: potential ataxia-telangiectasia treatments restoring KAP-1 phosphorylation; Potency, µM (doses to about 57.5 µM), for inactives: at the top dose activation, hits mostly activators; hit rate 0.19% among 320,000; […] A-T fibroblasts, KAP-1 phosphorylation AlphaLISA; neocarzinostatin DNA damage 30 min before lysis; AID 485349; further: potency means the concentration at half of the fitted maximal effect; % of control where 0% means no effect; nearly all actives have a fitted effect of over 45% in size
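ATM-like activity read as KAP-1 phosphorylation via AlphaLISA donor/acceptor antibody pairs after lysis and 6 hr at 25C. Cells were ATM-null patient fibroblasts ([…], hTERT), dosed 60 min, then exposed to the DSB inducer NCS for 30 min.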
MLL CXXC-DNA inh: MLL CXXC-DNA interaction inhibition; AID 2662; Potency, µM (titrated, usually from 115 µM), inactives show at the highest dose activity change, negative = inhibition, usual class: inhibitors; hit rate 0.037% among 290,000; Q03164; MLL-CXXC / FITC-HOXA9 DNA fluorescence polarization; active means well fitted inhibition curve with a large enough effect in the polarisation, with a control signal flat, not every such curve was filed as active; inconclusive means small, poorly fitted or top-dose-only effect, or effect the other way, or a change in a side signal; inactive means no such curve, though single readings can be large or run the other way; the % refers to the polarisation; further: potency means the concentration at half of the fitted maximal effect
Target sequence (Q03164 whole entry, looked up): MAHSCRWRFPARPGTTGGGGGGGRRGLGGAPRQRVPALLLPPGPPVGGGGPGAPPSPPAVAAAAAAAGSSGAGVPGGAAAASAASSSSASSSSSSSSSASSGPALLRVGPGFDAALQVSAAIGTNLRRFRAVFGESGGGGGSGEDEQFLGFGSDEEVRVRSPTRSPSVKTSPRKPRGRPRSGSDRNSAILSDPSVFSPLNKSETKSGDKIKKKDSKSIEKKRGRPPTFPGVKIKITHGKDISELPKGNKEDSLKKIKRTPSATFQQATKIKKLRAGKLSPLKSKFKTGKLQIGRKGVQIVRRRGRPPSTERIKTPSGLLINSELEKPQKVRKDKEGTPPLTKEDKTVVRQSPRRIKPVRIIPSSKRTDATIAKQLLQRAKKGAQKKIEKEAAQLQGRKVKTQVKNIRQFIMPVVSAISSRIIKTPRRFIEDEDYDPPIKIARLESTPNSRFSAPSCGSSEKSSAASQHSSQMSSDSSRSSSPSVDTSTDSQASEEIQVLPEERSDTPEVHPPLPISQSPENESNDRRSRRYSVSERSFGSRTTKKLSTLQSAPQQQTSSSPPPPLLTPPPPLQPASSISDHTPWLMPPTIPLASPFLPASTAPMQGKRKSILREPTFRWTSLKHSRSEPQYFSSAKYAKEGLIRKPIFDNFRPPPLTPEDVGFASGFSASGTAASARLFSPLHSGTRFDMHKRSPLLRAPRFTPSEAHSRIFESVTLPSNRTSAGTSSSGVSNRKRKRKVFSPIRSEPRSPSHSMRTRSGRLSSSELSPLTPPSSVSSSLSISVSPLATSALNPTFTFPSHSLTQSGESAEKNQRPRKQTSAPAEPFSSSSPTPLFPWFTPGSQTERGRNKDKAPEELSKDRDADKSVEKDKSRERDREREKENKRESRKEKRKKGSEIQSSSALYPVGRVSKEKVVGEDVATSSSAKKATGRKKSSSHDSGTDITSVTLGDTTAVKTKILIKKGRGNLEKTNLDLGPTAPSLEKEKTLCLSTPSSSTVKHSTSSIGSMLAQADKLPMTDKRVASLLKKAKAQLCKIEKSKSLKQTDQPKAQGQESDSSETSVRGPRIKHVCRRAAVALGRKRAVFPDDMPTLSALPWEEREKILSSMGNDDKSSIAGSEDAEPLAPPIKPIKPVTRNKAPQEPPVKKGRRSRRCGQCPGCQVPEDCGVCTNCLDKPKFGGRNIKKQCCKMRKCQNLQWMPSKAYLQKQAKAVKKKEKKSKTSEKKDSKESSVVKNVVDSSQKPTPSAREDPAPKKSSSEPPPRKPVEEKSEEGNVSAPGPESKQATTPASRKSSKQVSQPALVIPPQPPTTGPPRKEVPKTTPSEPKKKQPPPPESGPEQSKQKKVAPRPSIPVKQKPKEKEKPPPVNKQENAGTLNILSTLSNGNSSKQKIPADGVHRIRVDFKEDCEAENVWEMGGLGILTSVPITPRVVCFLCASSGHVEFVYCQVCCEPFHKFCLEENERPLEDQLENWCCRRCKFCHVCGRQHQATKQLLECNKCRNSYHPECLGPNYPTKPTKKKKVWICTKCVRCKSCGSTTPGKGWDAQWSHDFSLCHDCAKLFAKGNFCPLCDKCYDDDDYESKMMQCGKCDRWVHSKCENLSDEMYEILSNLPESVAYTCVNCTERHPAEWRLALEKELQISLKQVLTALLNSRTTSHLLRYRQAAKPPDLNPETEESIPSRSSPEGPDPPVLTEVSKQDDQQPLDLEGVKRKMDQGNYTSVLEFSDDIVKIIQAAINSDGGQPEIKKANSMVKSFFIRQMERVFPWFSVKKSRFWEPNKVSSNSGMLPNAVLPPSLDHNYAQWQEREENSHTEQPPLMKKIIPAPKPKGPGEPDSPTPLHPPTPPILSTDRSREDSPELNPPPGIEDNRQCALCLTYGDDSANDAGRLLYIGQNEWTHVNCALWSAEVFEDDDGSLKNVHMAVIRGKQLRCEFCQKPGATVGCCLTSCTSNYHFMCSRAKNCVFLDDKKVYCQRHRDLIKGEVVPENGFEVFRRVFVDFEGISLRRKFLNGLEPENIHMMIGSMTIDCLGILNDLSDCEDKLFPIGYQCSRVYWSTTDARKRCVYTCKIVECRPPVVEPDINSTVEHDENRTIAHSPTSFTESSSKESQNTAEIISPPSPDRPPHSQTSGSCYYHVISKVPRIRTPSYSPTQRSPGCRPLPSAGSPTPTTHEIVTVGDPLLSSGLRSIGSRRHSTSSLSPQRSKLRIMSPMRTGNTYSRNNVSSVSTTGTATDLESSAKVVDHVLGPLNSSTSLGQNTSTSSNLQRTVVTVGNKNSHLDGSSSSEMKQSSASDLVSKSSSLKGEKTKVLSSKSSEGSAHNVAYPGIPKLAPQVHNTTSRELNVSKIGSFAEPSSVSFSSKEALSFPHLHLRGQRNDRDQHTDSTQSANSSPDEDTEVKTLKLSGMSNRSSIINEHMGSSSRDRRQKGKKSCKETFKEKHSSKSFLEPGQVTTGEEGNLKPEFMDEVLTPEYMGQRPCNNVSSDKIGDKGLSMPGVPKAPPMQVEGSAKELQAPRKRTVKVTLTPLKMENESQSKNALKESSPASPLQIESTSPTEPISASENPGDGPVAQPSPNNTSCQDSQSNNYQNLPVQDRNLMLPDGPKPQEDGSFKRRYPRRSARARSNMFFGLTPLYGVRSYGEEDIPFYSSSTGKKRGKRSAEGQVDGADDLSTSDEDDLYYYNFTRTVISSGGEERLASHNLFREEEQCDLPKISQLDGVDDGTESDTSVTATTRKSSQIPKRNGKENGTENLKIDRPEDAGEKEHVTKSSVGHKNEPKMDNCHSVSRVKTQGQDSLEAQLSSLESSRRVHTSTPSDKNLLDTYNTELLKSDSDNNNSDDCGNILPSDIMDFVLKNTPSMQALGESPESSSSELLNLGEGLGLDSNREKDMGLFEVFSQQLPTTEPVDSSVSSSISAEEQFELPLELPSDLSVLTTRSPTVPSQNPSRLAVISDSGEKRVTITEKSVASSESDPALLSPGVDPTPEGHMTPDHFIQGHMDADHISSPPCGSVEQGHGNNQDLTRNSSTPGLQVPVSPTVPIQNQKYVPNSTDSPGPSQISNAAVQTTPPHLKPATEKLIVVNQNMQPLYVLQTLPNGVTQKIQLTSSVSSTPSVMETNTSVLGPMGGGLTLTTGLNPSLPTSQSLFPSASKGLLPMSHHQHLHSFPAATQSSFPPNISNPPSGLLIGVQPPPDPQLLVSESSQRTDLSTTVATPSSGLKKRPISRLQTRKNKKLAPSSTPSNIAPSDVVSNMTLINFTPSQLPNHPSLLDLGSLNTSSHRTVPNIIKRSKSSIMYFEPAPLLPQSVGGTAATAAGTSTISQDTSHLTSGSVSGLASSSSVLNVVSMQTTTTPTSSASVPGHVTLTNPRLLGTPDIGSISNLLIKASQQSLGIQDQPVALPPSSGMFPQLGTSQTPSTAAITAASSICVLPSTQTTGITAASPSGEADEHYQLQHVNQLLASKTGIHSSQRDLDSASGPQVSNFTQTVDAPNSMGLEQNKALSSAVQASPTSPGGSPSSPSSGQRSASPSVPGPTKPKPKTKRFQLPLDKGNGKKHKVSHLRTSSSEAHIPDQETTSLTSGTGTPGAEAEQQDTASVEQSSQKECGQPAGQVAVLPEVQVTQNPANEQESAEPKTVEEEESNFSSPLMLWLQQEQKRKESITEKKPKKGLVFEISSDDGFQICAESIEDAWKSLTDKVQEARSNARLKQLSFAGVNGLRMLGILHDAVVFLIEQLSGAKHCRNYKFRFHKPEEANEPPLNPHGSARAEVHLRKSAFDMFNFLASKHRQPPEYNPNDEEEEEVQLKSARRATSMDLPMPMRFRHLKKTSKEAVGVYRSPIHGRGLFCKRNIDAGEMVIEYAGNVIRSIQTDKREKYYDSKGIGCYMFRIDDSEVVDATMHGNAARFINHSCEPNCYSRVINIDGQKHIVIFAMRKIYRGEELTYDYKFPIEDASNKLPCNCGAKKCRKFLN
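Fluorescence polarization: 7 uM MLL-CXXC (stock) preincubated 5 min with compounds, then 50 nM fluorescein-HOX-A9 DNA (stock) added; 30 min ambient. Buffer 50 mM Tris-HCl pH 7.5, 50 mM NaCl, 1 mM DTT, 0.05% BSA.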
ELG1 repair inh: ELG1-dependent DNA repair inhibition | Potency, µM (titrated, usually from 46.1 µM), without a hit: at the top dose activity change, negative = inhibition, actives largely listed as inhibitors | HEK293T ELG1-luciferase reporter, luminescence, 16 h; DNA damage induced by 5-fluorouridine | hit rate 2.3% among 330,000; further: potency means the concentration at half of the fitted maximal effect; on the % scale 0 is the no-effect control and ±100 the full control effect; nearly all actives have a fitted effect of over 55% in size
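DMSO vehicle served as the neutral condition. Each well held 2,000 cells given 5-fluorouridine plus compound; after 16 hr at 37 °C/5% CO2, ONE-Glo was added and luciferase measured 30 min later.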
Integrin act MD: activators of alpha7 integrin expression for muscular dystrophy; alpha7betagal myoblasts, beta-gal FDG fluorescence, 48 h; Potency, µM (top dose mostly 38.3 µM), without a hit: top-dose activation, most hits filed as activators; hit rate 0.064% among 350,000; AID 624291;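 further: potency means the concentration at half of the fitted maximal effect; 100% = response of the positive control SU9516; nearly all actives have a fitted effect of over 60% in size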
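Alpha7betagal+/- myoblasts (passage 13) were plated 16-24 hr, then exposed to compounds (1:260 dilution of DMSO stock) for 48 hours at 37C. After MPER lysis, β-galactosidase reporter activity was read as FDG fluorescence (ex 480/em 540) after 30 minutes.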
p53 reactivator: mutant p53 re-activation in reporter cells | Potency, µM (titrated, usually from 92.2 µM), for the others: at the highest dose activity change, positive = activation, actives largely listed as activators | hit rate 0.063% among 320,000 | H1299 p53-A138V BP100-luciferase reporter, luminescence, 24 h; further: potency means the concentration at half of the fitted maximal effect; % of control where 0% means no effect; nearly all actives have a fitted effect of over 45% in size
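H1299 (p53-null), stable ts p53-A138V + BP100-Luc; 1000 cells/well, Opti-MEM/10% FBS; cpd 4 pt, 1:5; 24 h, 37 deg C, 5% CO2; detection reagent 10 min RT; luminescence.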
PTAP TSG101 blk: blocks PTAP/TSG101 interaction to inhibit HIV-1 budding; AID 493005; Fluorescence polarization, FITC-PTAP peptide / Tsg101 binding; 340,000 tested, under 10 active; Potency, µM (series often up to 115 µM), for the others: at the top dose activity change, negative = inhibition, most hits filed as inhibitors; active means well fitted inhibition curve with a large enough effect in the main read-out, with a control signal flat, not every such curve was filed as active; inconclusive means small, poorly fitted or top-dose-only effect, or effect the other way, or a change in a side signal; inactive means no such curve, though single readings can be large or run the other way; further: potency means the concentration at half of the fitted maximal effect; % of control where 0% means no effect
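FP read-out: FITC-PTAP peptide, 50 nM final, binding Tsg101 binding domain, 10 uM final; 20 min, r.t.; 10 mM HEPES pH 7.5, 0.15 M NaCl, 0.01% Tween 20, 3 mM EDTA, 0.1 mM TCEP.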
* = called active by the depositor; ? = inconclusive; / = no result given; [ ] = remark or other dose. Unless noted, the call rests on the fitted dose curve; in most records, active means well fitted curve in the direction sought with a large enough effect; inconclusive means small, poorly fitted or top-dose-only effect, or another doubt; inactive means no such curve, though single readings can be large; an effect the other way counts as inactive or inconclusive.

SMILES	TRPV1 agonist	B2AR arrestin	TCR activator	BRCA1 expr act	AT treatment	MLL CXXC-DNA inh	ELG1 repair inh	Integrin act MD	p53 reactivator	PTAP TSG101 blk
COc1ccccc1C/C(N)=N/OC(=O)COc1ccccc1C	9	-0.4%	-4%	-3%	/	2%	/	6%	/	-8%
Cc1cc(C(=O)COC(=O)C2CCN(C(=O)c3ccc(Cl)cc3)CC2)c(C)n1CC1CCCO1 (centres undefined)	6	0.1%	11%	-4%	-4%	0%	10%	-2%	-3%	-5%
Cc1ccc(NC(=S)N2CCCC(O)C2)cc1 (centres undefined)	2	0.0%	/	95%	2%	4%	?	10%	7%	-3%
O=C(Cn1cnc2c(nnn2Cc2ccccc2)c1=O)N1CCCc2ccccc21	21	-1.3%	6%[46.1 µM]	-7%	2%	0%	-9%	17%	0%	0%
CCOc1ccccc1NC(=S)N1CCCc2ccccc21	2	-0.2%	-25%	0%	11%	10%	-4%	-13%	18%	0%
CN(CC(=O)Nc1ccc(S(=O)(=O)N2CCCC2)cc1)Cc1ccc(Cl)c(Cl)c1	12	3.0%	1%[46.1 µM]	-75%	-8%	5%	?	-38%	-3%	-1%
C=CCn1c(SCC(=O)NC(=O)Cc2ccccc2)nc2ccccc2c1=O	?	-0.2%	-7%	0%	3%	/	3%	-13%	2%	0%
CC(C)Oc1ccc(C(=O)Nc2ncn[nH]2)cc1	1	-0.5%	/	88%	2%	-23%	?	7%	28%	2%
CCn1nc(C)c(CNC(=O)CC2C(=O)NCCN2CC(C)C)c1C (centres undefined)	5	-0.1%	-5%	0%	8%	-1%	13%	-11%	0%	1%
CN(/N=C/c1cc(Br)cc(Br)c1O)c1ccccc1	2	0.2%	9%	23%	35%	-3%	5%	-11%	10%	-1%
CCN(C(=O)COC(=O)c1ccccc1O)c1cccc2ccccc12	/	-0.4%	1%[46.1 µM]	-26%	4%	/	-30%	10%	10%	-4%
CC(=O)Nc1ccc(NC(=O)C(C)OC(=O)CCC2CCCC2)cc1 (centres undefined)	15	0.2%	-6%	4%	3%	/	2%	3%	3%	-4%
O=C(c1cccs1)N1CCCC1	0	-0.9%	-2%[46.1 µM]	11%	-5%	3%	1%	-8%	-4%	-9%
N#Cc1c(NC(=O)c2ccccc2)sc2c1CCCCC2	?	-1.4%	0%[46.1 µM]	?	7%	6%	?	39%	?	-3%
COc1ccccc1-c1nnc(NC(=O)C(C)Sc2nncn2C)s1 (centres undefined)	-4	0.1%	-4%	-37%	-1%	7%	?	-8%	1%	0%
CCOc1ccc2nc(NC(=O)c3ccco3)sc2c1	?	-0.4%	-1%	0%	5%	5%	?	5%	-5%	2%
CCOC(=O)C1CCN(C(=S)Nc2ccc(C)cc2)CC1	-2	0.0%	0%	19%	-1%	12%	-11%	-18%	3%	0%
O=C(COC(=O)/C=C/c1ccc(OC(F)F)cc1)NC1CCCC1	3	-0.2%	-3%	-4%	-6%	/	19%	-14%	-5%	1%
Cc1cc(C)c(N2C(=O)CCCC2=O)c(Cl)c1	4	-0.4%	-5%	-5%	11%	-3%	-2%	-5%	5%	0%
Cc1ccc(N2CCN(CC3CC=CCC3)CC2)cc1 (centres undefined)	0	-0.3%	/	-4%	14%	20%	0%	27%	1%	/
CSc1ccc(/C=N/n2c(C)nc3ccccc3c2=O)cc1	?	0.1%	0%	0%	-3%	15%	?	9%	7%	1%
O=C(c1ccc2c(c1)OCO2)N1CCN(c2cccc(C(F)(F)F)c2)CC1	3	0.0%	-2%	-70%	2%	0%	?	0%	-4%	-3%
C[C@H](CO)N1C[C@H](C)[C@@H](CN(C)C(=O)Nc2ccccc2)Oc2c(cccc2N(C)C)C1=O	/	-0.1%	-2%	-12%	6%	/	12%	-13%	-5%	1%
O=C(CCS(=O)(=O)c1ccc(Br)cc1)Nc1ccccc1Cl	4	0.3%	-2%	19%	0%	3%	3%	2%	-1%	-4%
Cc1cc(C)cc(NC(=O)c2cccnc2)c1	25	-0.2%	5%	-28%	10%	25%	4%	0%	4%	0%
O=C(Nc1cccc([N+](=O)[O-])c1)c1ccc(CSc2ccccc2)cc1	23	-0.4%	-3%	17%	0%	15%	1%	14%	-4%	-3%
CCO[C@H]1OC(C(=O)N2CCN(Cc3ccc4c(c3)OCO4)CC2)=C[C@@H](c2csc3ccccc23)[C@@H]1CCCO	?	-0.5%	0%	-37%	-1%	-1%	?	-13%	-2%	/
COc1cc(/C=N/NC(=O)c2nonc2N)cc(OC)c1OC	-1	0.2%	0%	-11%	2%	-5%	21%	18%	20%	0%
COc1cc(OC)cc(C(=O)N[C@H](C(=O)OCC(N)=O)C(C)C)c1	-1	-1.0%	-5%[46.1 µM]	-18%	-2%	6%	-2%	6%	-5%	0%
CC(C)NC(=O)CSc1ccccc1C(=O)N1CCN(S(=O)(=O)Cc2ccccc2)CC1	-2	-0.5%	-65%	-14%	4%	/	2%	21%	1%	0%
CS(=O)(=O)N1CCN(c2ccc(C(=O)N3CCOCC3)cc2[N+](=O)[O-])CC1	1	0.2%	-1%	-1%	-2%	2%	6%	?	-2%	3%
CCc1ccc(NC(=O)COc2ccc(Br)cn2)cc1	2	0.2%	-12%	16%	5%	-6%	8%	11%	2%	0%
Cc1ncc(S(=O)(=O)c2ccccc2)c(-c2ccccc2Cl)n1	8	0.4%	-8%	-24%	/	?	16%	18%	5%	-1%
O=C(CSc1nnc(Nc2ccccc2)s1)Nc1cccnc1Cl	5	-0.7%	-3%[46.1 µM]	-3%	1%	3%	-9%	8%	1%	-1%
CCc1nc(SCC(=O)Nc2ccc(F)cc2F)c2c(=O)n(C)c(=O)n(C)c2n1	2	0.0%	-42%	-4%	-1%	2%	-5%	-15%	-3%	-2%
COc1ccc(OC)c(NC(=O)CS(=O)(=O)Cc2ccccc2)c1	-8	-1.0%	9%	-1%	-4%	-7%	-5%	-35%	/	0%
COC(CC(=O)NNC(=S)Nc1ccccc1)OC	1	0.3%	3%	0%	4%	10%	-9%	23%	-2%	-3%
Nc1nnc(SCc2cc3c(cc2Cl)OCO3)s1	-1	-0.3%	1%	17%	5%	4%	?	7%	?	0%
O=P(CCc1ccccc1)(c1ccccc1)c1ccccc1	/	/	2%	1%	/	/	/	12%	/	-1%
O=C(COC(=O)CNS(=O)(=O)c1ccc2ccccc2c1)Nc1ccc2c(c1)OCO2	-2	0.1%	2%[46.1 µM]	17%	3%	3%	7%	22%	-3%	-5%

Six compounds picked at random from those above, as already listed:
SMILES	TRPV1 agonist	B2AR arrestin	TCR activator	BRCA1 expr act	AT treatment	MLL CXXC-DNA inh	ELG1 repair inh	Integrin act MD	p53 reactivator	PTAP TSG101 blk
Cc1cc(C)c(N2C(=O)CCCC2=O)c(Cl)c1	4	-0.4%	-5%	-5%	11%	-3%	-2%	-5%	5%	0%
C=CCn1c(SCC(=O)NC(=O)Cc2ccccc2)nc2ccccc2c1=O	?	-0.2%	-7%	0%	3%	/	3%	-13%	2%	0%
CC(C)Oc1ccc(C(=O)Nc2ncn[nH]2)cc1	1	-0.5%	/	88%	2%	-23%	?	7%	28%	2%
COc1ccccc1C/C(N)=N/OC(=O)COc1ccccc1C	9	-0.4%	-4%	-3%	/	2%	/	6%	/	-8%
O=C(c1cccs1)N1CCCC1	0	-0.9%	-2%[46.1 µM]	11%	-5%	3%	1%	-8%	-4%	-9%
CC(=O)Nc1ccc(NC(=O)C(C)OC(=O)CCC2CCCC2)cc1 (centres undefined)	15	0.2%	-6%	4%	3%	/	2%	3%	3%	-4%

Carrying on:
SMILES	TRPV1 agonist	B2AR arrestin	TCR activator	BRCA1 expr act	AT treatment	MLL CXXC-DNA inh	ELG1 repair inh	Integrin act MD	p53 reactivator	PTAP TSG101 blk
CC(C)C[C@@H](CN1CCC[C@@H]1CN1C(=O)C(=O)NC[C@@H]1Cc1ccccc1)N1C[C@H](Cc2ccc(O)cc2)N(CCc2ccccc2)C(=O)C1=O	/	/	-1%	-5%	/	/	/	3%	/	-6%
CN(C)CCSc1nnc(-c2ccccc2)o1	1	0.0%	12%	?	-2%	10%	?	5%	?	-2%
O=C(CCC(=O)Nc1ccc(Oc2ccccc2)cc1)NCCO	2	-1.1%	-8%	20%	0%	-1%	16%	?	26%	-2%
Cc1noc(C)c1C(=O)NCc1cccs1	-2	-0.2%	-7%	1%	7%	3%	9%	17%	-1%	-4%
CC(=O)NNc1cc(C)nc(N)n1	-1	-0.1%	-4%	-1%	?	-5%	0%	12%	-1%	0%
CCN(C#N)c1nc(NC(C)C)nc(NC(C)(C)C)n1	24	0.2%	3%	4%	1%[11.5 µM]	-9%	-1%	-32%	-2%	-7%
Cc1ccc2nc(NC(=O)CN3C(=O)NC4(CCCCC4)C3=O)sc2c1	-3	-0.1%	2%	55%	-3%	/	?	-4%	-1%	0%
